Compound activity as filed in PubChem BioAssay.
RECQ1 inh: blocks DNA unwinding by human RECQ1 | P46063 | RECQ1 DNA unwinding, red fluorescence kinetic read | Potency, µM (series often up to 57.3 µM), for inactives: at the highest dose activity, negative = inhibition, actives largely listed as inhibitors | 240,000 compounds, 0.54% hits;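 also: plate controls were vehicle for no effect and no enzyme for full effect; nearly all actives have a fitted effect of over 30% in size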
Target sequence (P46063 whole entry, looked up): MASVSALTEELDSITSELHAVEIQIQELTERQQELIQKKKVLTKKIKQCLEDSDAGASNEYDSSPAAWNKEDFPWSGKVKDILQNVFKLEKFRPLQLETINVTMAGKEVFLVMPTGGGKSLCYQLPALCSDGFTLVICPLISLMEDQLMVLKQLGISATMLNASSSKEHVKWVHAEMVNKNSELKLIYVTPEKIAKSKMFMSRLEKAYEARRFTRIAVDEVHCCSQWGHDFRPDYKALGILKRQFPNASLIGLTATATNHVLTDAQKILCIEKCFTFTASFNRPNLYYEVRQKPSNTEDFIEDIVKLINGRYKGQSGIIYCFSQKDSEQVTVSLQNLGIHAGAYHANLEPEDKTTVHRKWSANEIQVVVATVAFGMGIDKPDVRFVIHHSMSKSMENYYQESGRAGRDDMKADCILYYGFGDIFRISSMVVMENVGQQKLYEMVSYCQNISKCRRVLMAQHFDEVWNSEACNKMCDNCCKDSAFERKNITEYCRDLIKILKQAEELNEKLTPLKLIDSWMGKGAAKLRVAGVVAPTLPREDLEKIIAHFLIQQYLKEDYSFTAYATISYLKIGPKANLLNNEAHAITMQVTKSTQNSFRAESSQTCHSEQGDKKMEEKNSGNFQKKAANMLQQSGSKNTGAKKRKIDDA
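50 nM RECQ1T1 preincubated 15 min with compound in Tris pH 8.0 buffer with MgCl2, DTT, Tween-20 and 2.5 ug/ml poly(dI-dC); started with 200 nM TAMRA/BHQ-2 forked duplex and 2 mM ATP. Unwinding read as fluorescence (525/598 nm), two reads 2 h apart.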
Tau fibril ThT: blocks human tau fibril formation measured by thioflavin T. recombinant tau K18 P301L (four-repeat tau fragment), heparin-induced fibrillization, ThT fluorescence. Potency, µM (titrated, usually from 57.4 µM), without a hit: at the top dose activity, negative = inhibition, hits mostly inhibitors. 270,000 compounds, 2.1% hits. P10636; also: nearly all actives have a fitted effect of over 55% in size
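In this qHTS, human K18 P301L tau is incubated with compound and heparin for 6 hr at 37 C, and Thioflavin T fluorescence then reports fibril load.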
TRb-SRC2 inh: disrupts binding of human TR beta to SRC2; P10828; AID 1469; 280,000 compounds, 0.065% hits; TRbeta-SRC2 peptide binding, fluorescence polarization; receptor liganded with 1 µM T3; Potency, µM (top dose mostly 106 µM), for the others: at the top dose activity change, negative = inhibition, actives largely listed as inhibitors;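 also: plate controls were bound peptide for no effect and peptide without receptor for full effect; nearly all actives have a fitted effect of over 50% in size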
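Compounds were added to 0.6 uM TRb ligand-binding domain and 20 nM Texas Red-labeled SRC2 peptide in Tris buffer containing 1 uM T3, incubated 5 hr at ambient temperature, then read by fluorescence polarization.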
RGS12 GoLoco inh: RGS12 GoLoco-Gai1 interaction inhibition. P63096. Gai1:RGS12 GoLoco peptide FP, rhodamine, 10 min. Potency, µM (top dose mostly 61.6 µM), inactives show at the top dose activity, negative = inhibition, hits mostly inhibitors. 230,000 compounds, 0.44% hits; active = well fitted inhibition curve with a large enough effect, not every such curve was filed as active; inactive = no such curve, though single readings can be large or run the other way; also: nearly all actives have a fitted effect of over 30% in size; many of its hits are not listed in these tables
Target sequence (P63096 whole entry, looked up): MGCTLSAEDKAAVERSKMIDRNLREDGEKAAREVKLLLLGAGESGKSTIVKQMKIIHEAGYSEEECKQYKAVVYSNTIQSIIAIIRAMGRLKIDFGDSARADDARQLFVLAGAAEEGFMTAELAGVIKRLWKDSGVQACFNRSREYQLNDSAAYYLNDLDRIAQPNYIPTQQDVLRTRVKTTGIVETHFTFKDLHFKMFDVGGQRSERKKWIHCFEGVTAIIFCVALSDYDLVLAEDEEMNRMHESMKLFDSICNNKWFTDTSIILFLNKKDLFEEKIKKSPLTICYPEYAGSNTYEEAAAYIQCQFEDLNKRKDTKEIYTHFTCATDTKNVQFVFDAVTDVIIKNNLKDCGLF
Tau FP inhib: tau fibrillization inhibition (FP); P10636; K18 P301L tau heparin fibrillization, Alexa594 FP, 6 h; Potency, µM (series often up to 57.7 µM), for inactives: at the top dose activity, negative = inhibition, most hits filed as inhibitors; 280,000 compounds, 0.39% hits; also: nearly all actives have a fitted effect of over 55% in size
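Read-out: fluorescence polarization of Alexa 594-labeled tau (0.24 uM), 555 nm excitation, 632 nm emission. Mixtures held 15 uM unlabeled K18 P301L, compound and 20 uM heparin, pH 7 acetate buffer, incubated 6 hr at 37 C.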
TR SRC2 fluor cs: Texas Red fluorescence interference in TRb-SRC2 counter-screen | Potency, µM (titrated, usually from 106 µM), for inactives: top-dose fluorescence change, negative = quenching | TRb/SRC2 Texas Red total fluorescence interference | 280,000 compounds, 0.29% hits; active = well fitted curve in either direction with a large enough effect; inconclusive = small, poorly fitted or top-dose-only effect
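Flags fluorescent or light-absorbing compounds by total fluorescence, S + 2P, at 555 nm excitation and 632 nm emission. Mixture: 20 nM Texas Red SRC2 peptide, 0.6 uM human TRb LBD, 1 uM T3, 5% DMSO; compound exposure 5 h at ambient temperature.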
L3MBTL1 inh: L3MBTL1 (human) inhibition; Q9Y468; AID 485360; 230,000 compounds, 0.66% hits; AlphaScreen L3MBTL1–H3K9me1 peptide binding; Potency, µM (top dose mostly 57.1 µM), without a hit: top-dose activity, negative = inhibition, most hits filed as inhibitors; also: nearly all actives have a fitted effect of over 60% in size
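Displacement of a biotinylated histone H3(1-15) peptide monomethylated at Lys9 (75 nM) from L3MBTL1 (50 nM) was measured by AlphaScreen after a 30 min room-temperature compound incubation; cefsulodin titration served as intraplate control.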
JMJD2E inh: blocks human JMJD2E demethylase activity. B2RXH2. JMJD2E catalytic domain, FDH-coupled NADH fluorescence (FDH is formaldehyde dehydrogenase). Potency, µM (top dose mostly 57.1 µM), for inactives: top-dose activity change, negative = inhibition, usual class: inhibitors. 230,000 compounds, 1.6% hits; active = well fitted inhibition curve with a large enough effect, not every such curve was filed as active; inconclusive = small, poorly fitted or top-dose-only effect, or another doubt; inactive = no such curve, though single readings can be large or run the other way;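 also: 0% = wells with enzyme and -100% = buffer wells without enzyme; nearly all actives have a fitted effect of over 50% in size; many of its hits are not listed in these tables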
Numbers without * were called inactive; [ ] = remark or other dose. Unless noted, calls follow the shape of the dose curve; as a rule, active = well fitted curve in the direction sought with a large enough effect; inconclusive = small, poorly fitted or top-dose-only effect, or another doubt; inactive = no such curve, though single readings can be large; an effect the other way counts as inactive or inconclusive. Unless noted, % is scaled to controls: 0 for no effect and ±100 for the full control effect; potency is read from the fitted curve at half-maximal effect.

A first look, two compounds:
`CS(=O)(=O)c1ccc(C(=O)OCC(=O)NC2CCS(=O)(=O)C2)cc1[N+](=O)[O-]` (stereo not given) gave RECQ1 inh 24%, Tau fibril ThT inconclusive, TRb-SRC2 inh -9%, RGS12 GoLoco inh 8%, Tau FP inhib 4%, TR SRC2 fluor cs -1%, L3MBTL1 inh 10% and JMJD2E inh 6%.
For S=c1[nH]nc(C(c2ccccc2)C2CCCCC2)o1 (stereo not given) the results were RECQ1 inh 6%, Tau fibril ThT 2%, TRb-SRC2 inh 3%, RGS12 GoLoco inh 0%, Tau FP inhib 4%, TR SRC2 fluor cs -1%, L3MBTL1 inh -2% and JMJD2E inh 1%.

Results, previewed entries included:
`CS(=O)(=O)c1ccc(C(=O)OCC(=O)NC2CCS(=O)(=O)C2)cc1[N+](=O)[O-]` (stereo not given) gave RECQ1 inh 24%, Tau fibril ThT inconclusive, TRb-SRC2 inh -9%, RGS12 GoLoco inh 8%, Tau FP inhib 4%, TR SRC2 fluor cs -1%, L3MBTL1 inh 10% and JMJD2E inh 6%.
For S=c1[nH]nc(C(c2ccccc2)C2CCCCC2)o1 (stereo not given) the results were RECQ1 inh 6%, Tau fibril ThT 2%, TRb-SRC2 inh 3%, RGS12 GoLoco inh 0%, Tau FP inhib 4%, TR SRC2 fluor cs -1%, L3MBTL1 inh -2% and JMJD2E inh 1%.
For CCOC(=O)C(C)Oc1c(C(=O)OC)sc2ncccc12 (stereo not given) the results were RECQ1 inh -19%, Tau fibril ThT -9%, TRb-SRC2 inh -8%, RGS12 GoLoco inh 7%, Tau FP inhib 0%, TR SRC2 fluor cs -2%, L3MBTL1 inh 2% and JMJD2E inh inconclusive.
`CCC(=O)c1ccc(N2CCN(C(=O)c3cc([N+](=O)[O-])ccc3F)CC2)c(F)c1` gave RECQ1 inh 19%, Tau fibril ThT inconclusive, TRb-SRC2 inh -3%, RGS12 GoLoco inh 7%, Tau FP inhib -2%, TR SRC2 fluor cs 0%, L3MBTL1 inh -9% and JMJD2E inh -11%.
`CC1Cc2cc(S(=O)(=O)NCCc3ccc(Cl)cc3)ccc2N1C(=O)C1CCC1` (stereo not given) gave Tau fibril ThT -7%, TRb-SRC2 inh 2%, Tau FP inhib -1% and TR SRC2 fluor cs 1%.
`COCCn1c(SCc2nnc(-c3ccccc3)o2)nc2sc3c(c2c1=O)CCC3` gave RECQ1 inh inactive, Tau fibril ThT -13%, TRb-SRC2 inh -11%, RGS12 GoLoco inh -13%, Tau FP inhib 1%, TR SRC2 fluor cs -2%, L3MBTL1 inh -1% and JMJD2E inh -2%.
For Cc1ccc(NC(=O)CCCc2nc3ccccc3s2)c(O)c1 the results were RECQ1 inh -6%, Tau fibril ThT inconclusive, TRb-SRC2 inh 0%, RGS12 GoLoco inh -6%, Tau FP inhib 10%, TR SRC2 fluor cs -2%, L3MBTL1 inh 3% and JMJD2E inh 0%.
`Cc1ccc(CNC(C)(C)CO)cc1` gave RECQ1 inh 3%, Tau fibril ThT 7%, TRb-SRC2 inh 2%, RGS12 GoLoco inh -13%, Tau FP inhib 7%, TR SRC2 fluor cs -3%, L3MBTL1 inh -11% and JMJD2E inh 5%.
For O=C1CC(c2ccco2)CC(O)=C1C=Nc1ccccc1-c1ccccc1 (stereo not given) the results were RECQ1 inh -16%, Tau fibril ThT -23%, TRb-SRC2 inh -1%, RGS12 GoLoco inh 9%, Tau FP inhib -2%, TR SRC2 fluor cs -2% and JMJD2E inh inconclusive.
For C/C(=C\[C@@H](NP(=O)(c1ccccc1)c1ccccc1)c1ccccc1)CO[Si](c1ccccc1)(c1ccccc1)C(C)(C)C the results were RECQ1 inh 2%, Tau fibril ThT inconclusive, TRb-SRC2 inh 4%, RGS12 GoLoco inh 2%, Tau FP inhib -10%, TR SRC2 fluor cs -2% and JMJD2E inh -7%.
Screening O=C(/C=C/c1ccccc1[N+](=O)[O-])NCCN1C(=O)S/C(=C\c2ccc(F)cc2)C1=O returned RECQ1 inh inactive, Tau fibril ThT -2%, TRb-SRC2 inh 2%, RGS12 GoLoco inh -18%, Tau FP inhib -11%, TR SRC2 fluor cs 0%, L3MBTL1 inh 9% and JMJD2E inh -17%.
For O=C(Nc1ccc(N2CCCC2)cc1)c1ccc([N+](=O)[O-])cc1Cl the results were RECQ1 inh -1%, Tau fibril ThT inconclusive, TRb-SRC2 inh 2%, RGS12 GoLoco inh -6%, Tau FP inhib 6%, TR SRC2 fluor cs -1%, L3MBTL1 inh -9% and JMJD2E inh 0%.
COc1ccc(OC)c(NC(=O)C2CC(=O)N(CCc3ccccc3)C2)c1 (stereo not given) was read as RECQ1 inh -17%, Tau fibril ThT -9%, TRb-SRC2 inh 1%, RGS12 GoLoco inh 4%, Tau FP inhib 11%, TR SRC2 fluor cs -1% and JMJD2E inh -5%.
COc1cccc(N2C(=O)C(CC(=O)Nc3cccc(F)c3)N(C3CCCC3)C2=O)c1 (stereo not given) was read as Tau fibril ThT 5%, TRb-SRC2 inh -1%, Tau FP inhib -2% and TR SRC2 fluor cs 0%.
`CCCN(Cc1ccco1)S(=O)(=O)c1ccc(OC)c(OC)c1` gave RECQ1 inh -7%, Tau fibril ThT -4%, TRb-SRC2 inh -2%, RGS12 GoLoco inh 5%, Tau FP inhib -8%, TR SRC2 fluor cs 2%, L3MBTL1 inh -1% and JMJD2E inh -3%.
S=c1[nH]nc(-c2ccc(Cl)cc2)n1CCCN1CCOCC1 was read as RECQ1 inh -11%, Tau fibril ThT 0%, TRb-SRC2 inh 1%, RGS12 GoLoco inh 5%, Tau FP inhib -4%, TR SRC2 fluor cs 0% and JMJD2E inh -3%.
Screening N#CCCSCc1ccc2oc(C(=O)O)cc2c1 returned RECQ1 inh 1%, Tau fibril ThT -1%, TRb-SRC2 inh -10%, RGS12 GoLoco inh 15%, Tau FP inhib -2%, TR SRC2 fluor cs -1%, L3MBTL1 inh -7%[11.4 µM] and JMJD2E inh -5%.
CC(=O)c1ccc(N2CCN(C(=O)C3CCN(S(=O)(=O)Cc4ccccc4)CC3)CC2)cc1 was read as RECQ1 inh inactive, Tau fibril ThT -10%, TRb-SRC2 inh -20%, Tau FP inhib -7%, TR SRC2 fluor cs 3%, L3MBTL1 inh 0% and JMJD2E inh 5%.
CCOC(=O)c1ccc(NC(=O)c2ccc3c(c2)c(C)c(C)n3Cc2ccc(F)cc2)cc1 was read as Tau fibril ThT -2%, TRb-SRC2 inh 4%, Tau FP inhib inconclusive and TR SRC2 fluor cs -2%.
For CCCc1[nH]nc2c1C1(C(=O)N(C(C)C)c3ccccc31)C(C#N)=C(N)O2 (stereo not given) the results were RECQ1 inh -7%, Tau fibril ThT -12%, TRb-SRC2 inh -7%, RGS12 GoLoco inh 6%, Tau FP inhib -2%, TR SRC2 fluor cs -6% and JMJD2E inh -4%.
Screening c1ccc2c(Nc3ccncc3)nc(-c3ccc4c(c3)OCO4)nc2c1 returned RECQ1 inh -6%, Tau fibril ThT -2%, TRb-SRC2 inh 2%, RGS12 GoLoco inh 6%, Tau FP inhib 10µM*, TR SRC2 fluor cs -4% and JMJD2E inh inconclusive.
`N#CC1=C(SCC(=O)NC2CCCCC2)NC(=O)CC1c1ccco1` (stereo not given) gave RECQ1 inh inactive, Tau fibril ThT -17%, TRb-SRC2 inh -7%, RGS12 GoLoco inh 7%, Tau FP inhib -1%, TR SRC2 fluor cs 2% and JMJD2E inh 3%.
`COc1cccc(C(=O)C2CCCN(C(=O)c3ccc(C#CC(C)(C)O)cc3)C2)c1` (stereo not given) gave RECQ1 inh inactive, Tau fibril ThT -11%, TRb-SRC2 inh 4%[53 µM], RGS12 GoLoco inh -2%, Tau FP inhib -1%, TR SRC2 fluor cs 0%[53 µM], L3MBTL1 inh 4% and JMJD2E inh 0%.
O=C(O)CC1S/C(=N/N=C/c2ccc(-c3ccc(Cl)c([N+](=O)[O-])c3)o2)NC1=O (stereo not given) was read as RECQ1 inh 1%, Tau fibril ThT 7.1µM*, TRb-SRC2 inh 0%, RGS12 GoLoco inh 2%, Tau FP inhib 0%, TR SRC2 fluor cs -8% and JMJD2E inh -1%.
Cc1ccc(C(C)C)c(OCC(=O)Nc2ccc(S(=O)(=O)Nc3onc(C)c3C)cc2)c1 was read as Tau fibril ThT -17%, TRb-SRC2 inh -6%, Tau FP inhib 5% and TR SRC2 fluor cs 4%.
`COC(=O)Cc1ccc(NC(=S)NCc2ccco2)cc1` gave RECQ1 inh inactive, Tau fibril ThT 4%, TRb-SRC2 inh 3%, RGS12 GoLoco inh 4%, Tau FP inhib 1%, TR SRC2 fluor cs -2%, L3MBTL1 inh -5%[11.4 µM] and JMJD2E inh 5%.
Screening Cc1ccccc1-n1c2nc(=O)[nH]c(=O)c-2cc2c(Cl)cccc21 returned Tau fibril ThT 2%, TRb-SRC2 inh 4%, Tau FP inhib 8% and TR SRC2 fluor cs 2%.
Screening CC(C)N(C(=S)NCc1ccccc1)c1ccccc1 returned RECQ1 inh -17%, Tau fibril ThT -4%, TRb-SRC2 inh 1%, RGS12 GoLoco inh 7%, Tau FP inhib -6%, TR SRC2 fluor cs -5%, L3MBTL1 inh 4% and JMJD2E inh 4%.
Screening CC(=O)c1cc(C(C)=O)c(C)nc1C returned RECQ1 inh -6%, Tau fibril ThT -4%, TRb-SRC2 inh -9%, RGS12 GoLoco inh 5%, Tau FP inhib -5%, TR SRC2 fluor cs -1% and JMJD2E inh 4%.
`CCN(CC)C(=O)Oc1ccc(NC(C)=O)cc1` gave RECQ1 inh -2%, Tau fibril ThT -5%, TRb-SRC2 inh -1%, RGS12 GoLoco inh 3%, Tau FP inhib 0%, TR SRC2 fluor cs -3% and JMJD2E inh -5%.
Screening Cc1ccc(-n2ncc3c(N4CCN(c5ccc(F)cc5)CC4)ncnc32)c(C)c1 returned RECQ1 inh -1%, Tau fibril ThT -20%, TRb-SRC2 inh -6%, RGS12 GoLoco inh 3%, Tau FP inhib 10%, TR SRC2 fluor cs -2%, L3MBTL1 inh -7% and JMJD2E inh 17%.

The list is partial. The share of hits here may be higher or lower than overall.
